Source: PubChem
EP2 antag – human EP2 receptor antagonists, primary screen, TR-FRET cAMP, C6 glioma cells | C6 glioma cells expressing human EP2; cells stimulated with saturating PGE2 | 260,000 tested, 0.52% active | inhibition, % at 25 µM;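 active = percent inhibition above 40 after rounding to a whole number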;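 also: rat C6 glioma host cells with rolipram phosphodiesterase inhibitor present; the protocol text gives 20 µM as final concentration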
Target sequence (P43116 whole entry, looked up): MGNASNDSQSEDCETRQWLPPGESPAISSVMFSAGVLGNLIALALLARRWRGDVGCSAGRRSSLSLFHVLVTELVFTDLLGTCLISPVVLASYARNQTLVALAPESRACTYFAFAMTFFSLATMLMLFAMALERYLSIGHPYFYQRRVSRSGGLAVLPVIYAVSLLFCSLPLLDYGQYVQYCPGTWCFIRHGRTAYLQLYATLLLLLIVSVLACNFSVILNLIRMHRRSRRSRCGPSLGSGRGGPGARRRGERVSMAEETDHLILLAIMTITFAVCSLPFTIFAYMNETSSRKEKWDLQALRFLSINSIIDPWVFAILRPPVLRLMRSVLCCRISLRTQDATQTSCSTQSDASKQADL
The depositor's hits bear a star.

A first look:
SMILES	EP2 antag
C=CCNC(=O)c1c(NC(=O)COc2ccc(OC)cc2)sc2c1CCCC2	16
COc1ccccc1NC(=O)CSc1nnc(C)n1-c1ccccc1OC	8
CCOc1ccc(CN2CCN(S(=O)(=O)c3ccccc3)CC2)cc1OC	6
COc1ccccc1CN(Cc1cc(OC)c2c(c1)OCO2)CC1CCCO1 (configuration not stated)	7
CCCSc1nc2c(c(=O)[nH]c(=O)n2C)n1Cc1cccc(C)c1	9
O=c1[nH]c2cc3c(cc2cc1CN(CC1CCCO1)C(=S)NCc1ccco1)OCO3 (configuration not stated)	33
COc1ccc(C2(NS(=O)(=O)c3ccc4c(c3)oc(=O)n4C(C)C)CC2)cc1	0
COc1ccc(C(C)=O)c(O)c1	12
Cc1ccc2[nH]c(=O)c(CN(Cc3ccccc3)C(c3nnnn3C3CCCCC3)C(C)C)cc2c1 (configuration not stated)	14
CCOc1ccccc1-n1c(COc2ccc(Cl)cc2)nnc1SCC(N)=O	14
COc1ccc(S(=O)(=O)N2CCCC(C(=O)N(Cc3cccs3)C3CC3)C2)cc1 (configuration not stated)	8
O=C(Cn1nnc(-c2ccccc2NC(=O)c2cccs2)n1)NC1CCCCC1	19
COc1ccc(-c2cc(C(F)(F)F)nc(SCC(=O)N3CCN(C)CC3)n2)cc1	7
COc1ccc(N2CC(C(=O)OCC(=O)Nc3ccc(Cl)c(Cl)c3)CC2=O)cc1 (configuration not stated)	9
O=C(Nc1sc2c(c1C(=O)NCCCO)CCCC2)c1ccccc1	27
COC(=O)c1ccc(C2C(C(=O)OC(C)C)=C(N)OC3=C2C(=O)CC(C)(C)C3)cc1 (configuration not stated)	3
CC1=NN(c2nnc(C)c(=O)[nH]2)C(=O)C1	11
Cc1ccc(-c2cc(C(=O)NC(C)(C)CO)no2)cc1	12
CCN1CCN(C(=O)CN(c2cccc(C)c2C)S(C)(=O)=O)CC1	12

Results, previewed entries included:
SMILES	EP2 antag
C=CCNC(=O)c1c(NC(=O)COc2ccc(OC)cc2)sc2c1CCCC2	16
COc1ccccc1NC(=O)CSc1nnc(C)n1-c1ccccc1OC	8
CCOc1ccc(CN2CCN(S(=O)(=O)c3ccccc3)CC2)cc1OC	6
COc1ccccc1CN(Cc1cc(OC)c2c(c1)OCO2)CC1CCCO1 (configuration not stated)	7
CCCSc1nc2c(c(=O)[nH]c(=O)n2C)n1Cc1cccc(C)c1	9
O=c1[nH]c2cc3c(cc2cc1CN(CC1CCCO1)C(=S)NCc1ccco1)OCO3 (configuration not stated)	33
COc1ccc(C2(NS(=O)(=O)c3ccc4c(c3)oc(=O)n4C(C)C)CC2)cc1	0
COc1ccc(C(C)=O)c(O)c1	12
Cc1ccc2[nH]c(=O)c(CN(Cc3ccccc3)C(c3nnnn3C3CCCCC3)C(C)C)cc2c1 (configuration not stated)	14
CCOc1ccccc1-n1c(COc2ccc(Cl)cc2)nnc1SCC(N)=O	14
COc1ccc(S(=O)(=O)N2CCCC(C(=O)N(Cc3cccs3)C3CC3)C2)cc1 (configuration not stated)	8
O=C(Cn1nnc(-c2ccccc2NC(=O)c2cccs2)n1)NC1CCCCC1	19
COc1ccc(-c2cc(C(F)(F)F)nc(SCC(=O)N3CCN(C)CC3)n2)cc1	7
COc1ccc(N2CC(C(=O)OCC(=O)Nc3ccc(Cl)c(Cl)c3)CC2=O)cc1 (configuration not stated)	9
O=C(Nc1sc2c(c1C(=O)NCCCO)CCCC2)c1ccccc1	27
COC(=O)c1ccc(C2C(C(=O)OC(C)C)=C(N)OC3=C2C(=O)CC(C)(C)C3)cc1 (configuration not stated)	3
CC1=NN(c2nnc(C)c(=O)[nH]2)C(=O)C1	11
Cc1ccc(-c2cc(C(=O)NC(C)(C)CO)no2)cc1	12
CCN1CCN(C(=O)CN(c2cccc(C)c2C)S(C)(=O)=O)CC1	12
CCc1ccccc1NC(=S)N(Cc1ccco1)Cc1cc2cc(OC)ccc2[nH]c1=O	3
COc1ccc(-c2nnc(SCC(N)=O)o2)cc1OC	3
O=S(=O)(NC1CCCC1)c1ccc(S(=O)(=O)N2CCCC(O)C2)cc1 (configuration not stated)	8
Nc1c(C(=O)NCC(=O)O)sc2nc3c(cc12)CCCC3	13
COc1ccc(-c2cc(C(F)(F)F)nc(S(=O)(=O)CCC(=O)NCc3cccnc3)n2)cc1	4
COc1cc(C)c(CNC(=O)c2cc(-c3cnn(C)c3)n[nH]2)cc1C(C)C	13
COCCNC(=O)c1ccccc1NC(=O)c1ccco1	9
O=C(CN1CCC(c2ccc(F)cc2)CC1)Nc1ccc2c(c1)OCO2	2
CCNC(=O)c1cc2c(=O)n3ccccc3nc2n(Cc2cccnc2)c1=N	15
COc1ccc2cc(C)c3nnc(SCC(=O)N4CCCC(C)C4)n3c2c1 (configuration not stated)	10
CCOc1ccc(C(O)CN2CCC3(CC2)CC(O)c2cc(F)ccc2O3)cc1 (configuration not stated)	7
CCc1nnc(NC(=O)CSc2nc3cc(C)ccc3cc2CC)s1	13
COc1ccc(NC(=O)C(=O)NCc2cccs2)cc1	10
CC(C)c1cc(C(=O)NCc2nc(-c3ccccc3)no2)n(C)n1	7
CCN1c2ncccc2C(=O)NC12CCN(C(=O)c1cccs1)CC2	9
CCC(C)NC(=S)N(CCCN1CCOCC1)Cc1cc2cc(C)cc(C)c2[nH]c1=O (configuration not stated)	9
COc1ccc(Cn2nnnc2C(c2cc3cc(OC)ccc3[nH]c2=O)N2CCCC2)cc1 (configuration not stated)	4
CC(O)CN(Cc1ccc(-n2cnc3ccccc32)cc1)Cc1ccc2c(c1)OCO2 (configuration not stated)	4
CCc1cc2cc3c(cc2nc1SCC(=O)Nc1ccc(OC)c(OC)c1)OCO3	10
CCn1c(COc2cccc(C)c2C)nnc1SCC(=O)NC(C)(C)C	6
COc1c(CC=C(C)C)cc(C2CC(=O)c3c(O)cc(O)cc3O2)c(CC=C(C)C)c1O (configuration not stated)	21
O=C(Nc1ccccc1F)N(Cc1ccco1)Cc1cc2cc3c(cc2[nH]c1=O)OCCO3	16
CC1CCN(C(=O)c2sc3ccccc3c2Cl)CC1	5
Nc1cc(S(N)(=O)=O)ccc1SSc1ccc(S(N)(=O)=O)cc1N	60*
C#CCNC(=O)C1=C[C@@H](c2ccc3c(c2)OCO3)C[C@@H](OCc2ccc(CO)cc2)O1	12
O=C(Cn1cc(C(=O)c2ccco2)c2ccccc21)NCc1cccnc1	5
CCn1cc(S(=O)(=O)NC2(c3ccc(F)cc3)CC2)cn1	5
Cc1nnc(NC(=O)c2c(O)c3ccccc3n(C)c2=O)s1	6
Cc1cc(C)n(CC(O)CN(Cc2ccc(F)cc2)Cc2ccco2)n1 (configuration not stated)	1
Cc1cc(NC(=O)Cc2cccc3ccccc23)no1	4
Cc1ccc2c(=O)c(C(=O)NCCN3CCOCC3)c[nH]c2c1	8
C=CCc1cc(CN(C)CC2CCN(C)C2)cc(OC)c1O (configuration not stated)	3
CC1CCCN(C(=O)Cn2ncc3cccn3c2=O)C1 (configuration not stated)	1
CCCCn1cnc2c(c(CC#N)nn2-c2ccccc2)c1=N	13
Cc1ccc2[nH]c(=O)c(CN(CCO)Cc3nnnn3Cc3ccco3)cc2c1	9
CC1CCc2c(sc(NC(=S)NC(=O)c3ccccc3F)c2C(N)=O)C1 (configuration not stated)	5
Cc1cc(=O)oc2cc(O)c(O)cc12	9
O=C(CCSc1nc(-c2ccc3c(c2)OCO3)cc(C(F)(F)F)n1)N1CCCCCC1	16
COc1cccc(CNC(=O)Cn2nc3c4ccccc4nc(C4CC4)n3c2=O)c1	10
C#C[C@]1(O)CC[C@H]2[C@@H]3[C@H](C)CC4=C(CCC(=O)C4)[C@H]3CC[C@@]21C	28
COc1ccc2[nH]c(=O)c(CN(Cc3ccc(Cl)cc3)C(=O)c3cccs3)cc2c1	15
Later entries:
SMILES	EP2 antag
CC(=O)O[C@H]1C[C@@H](OC(C)=O)C(C)(C)C2CC(=O)[C@]3(C)C(CC[C@@]4(C)[C@H](c5ccoc5)OC(=O)[C@H]5O[C@]543)[C@]21C (some centres not stated)	10
CC(=O)Nc1cc(C(=O)O)ccc1N1CCOCC1	9
O=C(c1ccc2c(c1)OCO2)N1CCC(Nc2nc3c(c(=O)[nH]2)CCCC3)CC1	7
COc1cc(NC(C)CCCN)c2ncccc2c1 (configuration not stated)	8
COc1ccc2nc3c(cc2c1)CN(CC1CC1)C(=O)C(C)O3 (configuration not stated)	9
Cn1cnc([N+](=O)[O-])c1Sc1nc(N)nc2c1ncn2[C@@H]1C[C@H](O)[C@@H](CO)O1	48*
CCCNC(=O)CCSc1nc(-c2ccco2)cc(C(F)(F)F)n1	5
CC(=O)c1ccccc1NC(=O)c1oc2ccccc2c1C	11
Cc1nc(Nc2ccccc2Br)c2nnn(Cc3ccccc3)c2n1	15
COCCn1nnnc1C(c1ccccc1OC)N1CCC(C(N)=O)CC1 (configuration not stated)	11
Fc1cccc(C2(NCc3cnc(N4CCOCC4)nc3)CC2)c1	6
CCCCC1CCCOC(C(=O)NCCNCCO)(C(F)(F)F)C1 (configuration not stated)	4
Cc1cccc(NC(=O)CSc2nnc(C3CC3)n2CC2CCCO2)c1C (configuration not stated)	11
CCOC(=O)CNC(=O)Cn1cnc2c(cnn2-c2ccc(C)cc2)c1=O	3
O=S(=O)(NC1CCCC1)c1ccc(S(=O)(=O)N2CCN(Cc3ccccc3)CC2)cc1	11
COc1ccc(/C=C/C(=O)NC(=S)Nc2ccc(S(=O)(=O)Nc3nc(C)cc(C)n3)cc2)cc1	26
COc1ccc(C)cc1S(=O)(=O)N1CCNCC1	11
O=S1(=O)N=C(Nc2ccc3c(c2)OCCO3)c2ccccc21	2
COC(=O)C1=C(C(=O)OC)[C@@H]2Nc3ccccc3[C@@]23C[C@@H](C(=O)OC)N(C(=O)c2cc(C)oc2C)C3=N1	14
Cc1cc2ccccc2nc1SCC(=O)Nc1nc(C)c(C)s1	8
COCCNc1nc2c(c(=O)[nH]c(=O)n2C)n1Cc1ccccc1	11
COCCNc1c(-c2ccc(OC)cc2OC)nc2cnccn12	8
COc1ccc(OC)c(S(=O)(=O)N2CCC(C(=O)Nc3ccc(C(N)=O)cc3)CC2)c1	15
COC(=O)c1c(NC(=O)Cc2ccccc2)sc(C(=O)Nc2ccccc2OC)c1C	11
CS(=O)(=O)N1CCCc2cc(C(=O)CN3CCN(c4ncccn4)CC3)ccc21	5
Cc1nn(CC(O)COc2ccc3ccccc3c2)c(C)c1Cl (configuration not stated)	10
CN1CCN(CC(=O)Nc2cccc(C(F)(F)F)c2)CC1	5
CCOC(=O)c1cnc2ccc(Cl)cc2c1NCCCN(C)C	10
CCOc1ccc(S(=O)(=O)n2c([N+](=O)[O-])cnc2C)c(C)c1C	7
Cc1ccc(-c2nnc(SCC(=O)Nc3nc(C)c(C)s3)n2C)cc1	14
CCCC(c1nnnn1C1CCCC1)N(Cc1ccco1)Cc1cc2cccc(C)c2[nH]c1=O (configuration not stated)	9
COc1ccc(N(C(=O)c2ccccn2)C(C(=O)NC2CCCCC2)c2cccs2)cc1OC (configuration not stated)	11
COCCn1c(SCC(=O)N2c3ccccc3CCc3ccccc32)nc2cccnc21	4
Cc1cccc(NC(=O)COc2cccc(C)c2C)n1	9
S=c1nc(-c2ccco2)c(-c2ccco2)n[nH]1	11
COC(=O)[C@H]1[C@H]2C[C@H]3c4[nH]c5cc(OC)ccc5c4CCN3C[C@H]2C[C@@H](OC(=O)c2cc(OC)c(OC)c(OC)c2)[C@@H]1OC	10
COc1ccc(N(CC(=O)N2CCC(C(N)=O)CC2)S(C)(=O)=O)cc1	6
CCn1nc(CC(=O)NCCn2nnn(-c3ccccc3)c2=O)c2ccccc2c1=O	7
Cn1c(SCCO)nnc1C1CCCN1 (configuration not stated)	11
O=C(C1CCN(S(=O)(=O)c2ccc(Cl)cc2)CC1)N1CCCC1	20
COC(=O)C[C@H]1c2cc(C(F)(F)F)ccc2S(=O)(=O)N1Cc1ccccc1	7
CCN1CCN(C(c2cc3cc(C)ccc3[nH]c2=O)c2nnnn2Cc2ccccc2)CC1 (configuration not stated)	23
Nc1ccc(S(=O)(=O)NCc2nccs2)cc1	13
CCN(CC)CCOC(=O)c1ccco1	7
CCCc1cc(OC)c2c(c1)OCO2	10
Cc1ccc(C(=O)CSc2nnc(COc3cccc4ccccc34)o2)cc1	3
O=C(Cn1nnc(-c2ccc(N3CCOCC3)cc2)n1)NCc1cccs1	9
CC(C)c1ccc(C2C(C#N)=C(N)C(C#N)(C#N)C3=CCN(C)CC32)cc1 (configuration not stated)	10
COCCCNC(=O)c1c(NC(=O)c2ccccc2C)sc2c1CCCC2	45*
CCNC(=S)N(Cc1ccc(OC)cc1)Cc1cc2cccc(C)c2[nH]c1=O	12
O=C(Cn1nc(-c2cccc(F)c2)n(-c2ccncc2)c1=O)N1CCCC1	6
OCCCNC1CCN(Cc2ccccc2)CC1	8
Cc1ccc(C(=O)C[n+]2ccc3ccccc3c2C)cc1	5
Ic1ccc2c(c1)N(c1ccccc1)c1cc(Nc3ccc4nc5ccc(I)cc5[n+](-c5ccccc5)c4c3)ccc1N2	44*
COc1ccc2cc(CN(CCO)C(=S)Nc3ccccc3OC)c(=O)[nH]c2c1	12
Cc1cc2cc(CN(Cc3cccnc3)C(=S)NC3CCCCC3)c(=O)[nH]c2cc1C	9
COc1ccc(C2C3=C(CCCC3=O)N(CC(=O)O)C3=C2C(=O)CCC3)cc1Cl	9
CCOC(=O)CSc1nc(CC)nc2sc(C)c(C)c12	8
CN[C@@H]1[C@@H](O[C@H]2O[C@H](CO)[C@@H](N)[C@H](O)[C@H]2O)O[C@H]2C[C@@H](N)[C@H](O[C@H]3[C@H](O)[C@@H](O)[C@H](N)C[C@@H]3N)O[C@@H]2[C@@H]1O	9
Cc1ccc(O)c(CN(Cc2ccccn2)C2CC(C)(C)NC(C)(C)C2)c1	4
COc1cccc(C(=O)Nc2ccc(S(=O)(=O)N3CCCCC3)cc2)c1	2

Not all compounds are listed; count on the stated rates, not on these rows.
